Source: PubChem (several laboratories)
bIAP inhibitor: bovine intestinal alkaline phosphatase inhibitors, primary screen, selectivity assay for TNAP inhibitor project, biochemical, bovine IAP, CDP-star luminescence; alkaline phosphatase, intestinal [Bos taurus]; purified bovine IAP, 30 min; inhibition, % at 20 µM; 190,000 tested, under 10 active; AID 1019, 2008;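 active = over 50% inhibition of intestinal alkaline phosphatase at 20 µM in the single-dose screen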
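Assay system: bovine IAP enzyme; medium: DEA buffer 100 mM, pH 9.8, with MgCl2 1.0 mM, ZnCl2 0.02 mM; doses: 20 µM single dose; incubation: enzyme reaction for 30 min at room temperature; detection: CDP-star luminescence signal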
PPARg SRC-2 ag: agonists of PPARg-SRC-2 recruitment, primary screen, biochemical, HTS; PPARgamma LBD-SRC-2 recruitment; Peroxisome proliferator-activated receptor gamma (Homo sapiens), P37231; 0.34% of 200,000 active; activation, % at 8 µM; in the data active = activation above about 22%;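 also: 0% = vehicle and 100% = reference agonist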
PPARg SRC-3 ag: PPARgamma agonists recruiting SRC-3 coactivator, primary screen, biochemical | Peroxisome proliferator-activated receptor gamma (Homo sapiens), P37231 | biochemical PPARgamma/SRC-3 coactivator recruitment assay | activation, % at 8 µM | 0.26% of 200,000 active; in the data active = activation above about 23%;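 also: 0% = DMSO and 100% = reference agonist; some compounds past the cut are filed as inactive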
ROMK mod: ROMK potassium channel modulators, primary screen, cell-based, thallium flux, MLSMR library | 2% of 130,000 active | ATP-sensitive inward rectifier potassium channel 1 (Homo sapiens), P48048 | Tet-inducible ROMK, thallium flux fluorescence; actives lie on both sides | AID 1918, 2009 | B-score at 10 µM;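 active = signal ratio slope over the read window, or its plate-corrected B-score, at least 3 SD from the plate mean, either direction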;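 also: B-score of the F/F0 ratio slope over 7 to 12 s after thallium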
bIAP activator: bovine intestinal alkaline phosphatase activators, primary screen, biochemical, bovine IAP, CDP-star luminescence. activation factor at 20 µM. purified bovine IAP, 30 min; stronger effect = higher value; fold of DMSO-control signal, blank-subtracted. AID 1016, 2008. alkaline phosphatase, intestinal [Bos taurus]. 0.17% of 200,000 active;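 active = activation factor of 2 or more at 20 µM, a signal rise over negative controls twice the positive control's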
PPARg SRC1 recr: PPARgamma agonists recruiting SRC-1 coactivator, primary screen, biochemical; activation, % at 8 µM; Peroxisome proliferator-activated receptor gamma (Homo sapiens), P37231; PPARgamma-SRC-1 coactivator recruitment biochemical assay; 0.41% of 200,000 active; in the data active = activation above about 19%;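 also: 0% = DMSO and 100% = reference agonist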
TLR4 MyD88 comp: inhibitors of TLR4-MyD88 association in cells, primary screen, cell-based, HeLa CL3-4, BLA complementation, FRET ratio; Toll-like receptor 4 (Homo sapiens) + Myeloid differentiation primary response protein …; 0.18% of 200,000 active; inhibition, % at 8.4 µM; HeLa CL3-4 TLR4/MyD88 BLA complementation; in the data active = inhibition above about 25%;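 also: 0% = vehicle and 100% = reference inhibitor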
Target sequence (O00206 whole entry, looked up): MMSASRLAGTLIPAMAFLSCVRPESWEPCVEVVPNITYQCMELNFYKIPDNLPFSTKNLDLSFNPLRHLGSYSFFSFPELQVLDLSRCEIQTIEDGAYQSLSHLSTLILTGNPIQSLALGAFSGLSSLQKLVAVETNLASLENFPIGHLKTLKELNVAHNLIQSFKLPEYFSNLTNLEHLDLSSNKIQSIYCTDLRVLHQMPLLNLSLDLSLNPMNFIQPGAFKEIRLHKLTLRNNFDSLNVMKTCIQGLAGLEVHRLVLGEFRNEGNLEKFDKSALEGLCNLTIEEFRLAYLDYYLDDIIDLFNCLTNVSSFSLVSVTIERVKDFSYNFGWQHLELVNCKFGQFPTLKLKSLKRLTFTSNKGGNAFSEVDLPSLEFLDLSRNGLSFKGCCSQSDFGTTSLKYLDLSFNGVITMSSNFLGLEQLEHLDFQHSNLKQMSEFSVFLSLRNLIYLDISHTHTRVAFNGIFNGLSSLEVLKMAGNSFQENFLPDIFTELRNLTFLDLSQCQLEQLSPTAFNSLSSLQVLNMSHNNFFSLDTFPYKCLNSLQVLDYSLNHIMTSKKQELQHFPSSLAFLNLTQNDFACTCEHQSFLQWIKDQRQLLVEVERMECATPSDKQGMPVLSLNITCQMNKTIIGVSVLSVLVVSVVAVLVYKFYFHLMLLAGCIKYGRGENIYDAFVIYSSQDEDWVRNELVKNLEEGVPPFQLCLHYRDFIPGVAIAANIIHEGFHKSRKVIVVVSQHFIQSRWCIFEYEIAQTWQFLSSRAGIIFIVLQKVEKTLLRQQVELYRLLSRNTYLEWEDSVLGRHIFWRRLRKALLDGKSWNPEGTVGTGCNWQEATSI
Target sequence (Q99836 whole entry, looked up): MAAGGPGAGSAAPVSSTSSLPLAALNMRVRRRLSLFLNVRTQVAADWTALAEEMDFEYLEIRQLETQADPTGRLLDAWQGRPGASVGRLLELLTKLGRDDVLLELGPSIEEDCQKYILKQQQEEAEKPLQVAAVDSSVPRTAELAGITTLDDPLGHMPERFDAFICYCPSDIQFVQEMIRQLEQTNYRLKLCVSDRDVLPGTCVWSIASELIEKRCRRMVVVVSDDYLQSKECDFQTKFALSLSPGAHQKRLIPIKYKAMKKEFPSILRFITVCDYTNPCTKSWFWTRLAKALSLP
TR-FRET SRC-2 ct: TR-FRET signal artefacts, primary screen, artefact control for PPARgamma SRC-2 agonist project, biochemical; TR-FRET artefact counter-screen; stronger effect = higher value; TR-FRET ratio at 8 µM; 0.4% of 200,000 active; AID 1049, 2008; in the data active = TR-FRET ratio above about 2000; also: inactives centre near 1500
S1P3 antag: S1P3 receptor antagonists, primary screen, cell-based. CHO S1P3 NFAT-BLA reporter, FRET fluorescence, antagonist mode. Sphingosine 1-phosphate receptor 3 (Homo sapiens), Q99500. inhibition, % at 4.98 µM. 0.27% of 170,000 active;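 active = inhibition above the plate cutoff, the mean inhibition of test wells on that plate plus 3 SD, cut at about 28% in these data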;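 also: cells challenged with S1P at its EC80 of 0.8 µM; blue over green emission ratio from cleaved BLA substrate after 4 h stimulation; 0% = S1P-stimulated wells and 100% = unstimulated DMSO-only wells; some compounds past the cut are filed as inactive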
Lmaj promast: Leishmania major promastigote growth inhibition, primary screen; Leishmania major promastigotes, resazurin fluorescence viability; inhibition, % at 10 µM; 9% of 200,000 active; AID 1063, 2008; in the data active = inhibition above about 50%;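 also: promastigotes grown with compound for 44 hours at 28 °C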
Redox H2O2 prof: compounds producing H2O2 with reducing agent – biochemical, NIH compound library profiling, artefact control for MLSCN library redox annotation, primary screen; DTT-dependent redox cycling H2O2, phenol red/HRP absorbance; 100% = 100 µM peroxide control, 0% = buffer; activation, % at 10 µM; 0.03% of 200,000 active; AID 878, 2007;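 active = activation of at least 50% relative to the plate's high and low controls in the primary single-dose screen; inactive = activation below 50%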;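 also: compound incubated with DTT at 0.8 mM final as the reducing agent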
* = called active by the depositor; · = no result given.

SMILES	bIAP inhibitor	PPARg SRC-2 ag	PPARg SRC-3 ag	ROMK mod	bIAP activator	PPARg SRC1 recr	TLR4 MyD88 comp	TR-FRET SRC-2 ct	S1P3 antag	Lmaj promast	Redox H2O2 prof
CCCNc1nc(N2CCCC2)nc(N2CCCC2)n1	3	-3	3	-0.12	1	4	-3	1540	-16	89*	-0.8
CCc1ccccc1NC(=O)C(CC)Sc1nc2cc3c(cc2c(=O)n1Cc1ccco1)OCO3 (stereo not drawn)	11	4	0	·	0.9	5	-1	1651	·	100*	1.2
CC(/C=C1\SC(=O)N(CC(=O)Nc2ccc(O)cc2)C1=O)=C\c1ccccc1	2	3	-4	-0.7	1	2	-7	1462	3	-1	0.3
CCOCCCNC(=O)/C(C#N)=C/c1ccc(C(=O)OC)cc1	7	-4	0	-2.2*	0.9	-1	-7	1529	-17	58*	-2.0
COC(=O)C(C)Sc1snnc1-c1ccccc1 (stereo not drawn)	10	1	0	0.43	0.9	4	-2	1600	·	-7	0.0
Cn1cnc2cc(NC(=O)c3ccc(Cl)cc3)ccc21	18	4	13	·	0.8	0	-4	1749	23	6	-0.7
CCC12CCCN3CCC4(C(=C(C(=O)OC)C1)Nc1ccccc14)C32 (stereo not drawn)	-1	4	0	·	1	11	1	1680	-3	36	1.6
CC(C)C1Oc2cc3oc(=O)ccc3cc2C1=O (stereo not drawn)	2	1	2	1.9	1	-2	1	1406	-26	12	0.0
O=C(CN(Cc1ccco1)C(=O)c1cccc(Cl)c1)Nc1c(Cl)cc(Cl)cc1Cl	0	7	13	·	1	-1	-14	1598	·	-4	0.1
O=C(O)/C(=C\c1ccco1)NC(=O)c1ccccc1	7	10	7	0.52	0.9	0	-4	1677	-9	8	-0.4
Cc1cc(C)c(C)c(S(=O)(=O)ON2C(=O)c3ccccc3C2=O)c1C	7	7	1	·	0.9	2	8	1578	·	-3	-4.0
Cc1cc(=O)oc(C)c1C(=O)NCc1cccnc1	0	-5	12	·	1	11	11	1552	·	-4	0.9
Cc1cc(NC(=O)CCCC(=O)N(c2ccccc2)C(C(=O)NC2CCCCC2)c2cccs2)no1 (stereo not drawn)	-8	8	4	·	1.1	6	7	1467	·	0	0.8
CC(/C=C1\SC(=S)N(CCCC(=O)Nc2ccc(C(=O)O)c(O)c2)C1=O)=C\c1ccccc1	-8	-4	-1	·	1.1	-2	-21	1553	-1	-5	0.6
O=C(NC1CC1)C1CCCN(C(=O)Nc2ccc(F)cc2)C1 (stereo not drawn)	48	-4	2	0.36	0.5	-5	1	1314	-7	0	-0.2
Cc1ccc(C)n1-c1nc(=S)[nH][nH]1	12	5	15	-0.019	0.9	-1	-2	1499	·	-8	0.0
O=C1CS/C(=C\[N+](=O)[O-])N1c1ccc(OC(F)(F)F)cc1	24	10	8	·	0.8	4	4	1604	·	-6	-6.5
CC(N=Cc1c(O)c2ccccc2oc1=O)C(=O)O (stereo not drawn)	-2	3	4	-0.79	1	15	13	1577	-28	3	-0.6
O=Cc1cc(N=Nc2cccc(C(=O)O)c2)ccc1O	9	-2	-2	-0.6	0.9	-1	-8	1633	1	-11	0.1
O=C(c1sc2cccc(F)c2c1Cl)N1CCN(c2ncccn2)CC1	-2	-8	-1	·	1	-2	18	1504	-2	77*	0.3
Cc1cc(C)nc(SCC(=O)NN=C2CCCC2)n1	6	-2	-5	-0.037	0.9	6	-5	1587	5	-3	-2.0
COc1cc(/C=C2\C(=O)ON=C2c2ccccc2)cc(Cl)c1O	-7	1	0	-15*	1.1	0	0	1527	-12	50*	0.1
CCCNC(=O)c1cc(-c2ccc(OC)cc2)on1	3	1	6	-0.028	1	3	-12	1432	·	-5	-0.1
O=C1CC(N2CCN(c3ccccn3)CC2)C(=O)N1c1ccc(F)cc1 (stereo not drawn)	6	-5	1	-1.3	0.9	5	-13	1548	-1	-6	-0.3
NCC[C@H](O)C(=O)N[C@@H]1C[C@H](N)[C@@H](O[C@H]2O[C@H](CN)[C@@H](O)[C@H](O)[C@H]2O)[C@H](O)[C@H]1O[C@H]1O[C@H](CO)[C@@H](O)[C@H](N)[C@H]1O	-20	2	-1	·	1.2	1	-7	1510	-3	-5	0.6
(further entries)
SMILES	bIAP inhibitor	PPARg SRC-2 ag	PPARg SRC-3 ag	ROMK mod	bIAP activator	PPARg SRC1 recr	TLR4 MyD88 comp	TR-FRET SRC-2 ct	S1P3 antag	Lmaj promast	Redox H2O2 prof
Cc1nnc(Sc2nc3c(c(=O)n(C)c(=O)n3C)n2Cc2ccccc2Cl)s1	·	9	14	0.4	·	-2	-15	1318	-14	23	-0.2
NS(=O)(=O)c1ccc(CCNC(=O)C2CCCN(S(=O)(=O)c3cccnc3)C2)cc1 (stereo not drawn)	4	-8	2	·	1	4	-12	1598	21	-3	-1.1
COc1c(/C=N/NC(=O)c2ccccc2O)c(CCN(C)C(C)=O)cc2c1OCO2	3	5	6	·	1	10	-11	1525	-12	-7	-0.2
Cc1ccc(-c2nnc(SCc3ccc(C#N)cc3)n2Cc2ccco2)cc1	8	-6	8	·	0.9	2	10	1504	·	66*	2.0
COc1ccc(OC)c(NC(=S)N2CCN(Cc3ccccc3)CC2)c1	-13	2	-1	-0.59	1.1	-4	2	1565	-15	-8	0.0
Cc1cc(NC(=O)c2cccs2)ccc1NC(=O)Cc1ccccc1	-5	-1	0	0.01	1.1	4	6	1519	1	-1	-0.9
O=C(NCCc1ccc(Cl)cc1)C1CCC(=O)N1C1CCCC1 (stereo not drawn)	1	-4	11	·	1	12	4	1570	7	-8	1.4
Cc1ccc(CSc2nnc(-c3cccnc3)o2)cc1	18	9	3	·	0.8	-1	-9	1650	·	-1	-17
CCC1CCCCN1C(=O)c1ccccc1OC1CCN(S(C)(=O)=O)CC1 (stereo not drawn)	-3	3	1	-0.18	1	-7	-1	1881	-18	1	0.3
Cc1ccnc(NS(=O)(=O)c2ccc(CC(C)C)cc2)c1	16	9	-6	-0.4	0.8	6	8	1701	·	-6	0.2
COCCNC(=O)CSc1nc2cc3c(cc2c(=O)n1Cc1ccco1)OCO3	-3	6	2	·	1	12	0	1600	·	-2	0.6
O=C(Nc1ccc(Cl)cc1)Nc1nc(-c2sccc2Br)cs1	43	-1	6	0.29	0.6	0	-6	1546	·	40	-7.2
O=C(COc1ccc(F)cc1)NN1C(=O)CSC1=S	-20	-4	9	-0.014	1.2	2	-1	1595	-10	-8	-0.8
CC1=C(C(=O)OCCOC(C)C)C(c2cccnc2)C2=C(CCCC2=O)N1 (stereo not drawn)	2	8	10	·	1	7	-10	1475	-26	23	-0.1
O=C(N/N=C/c1ccccc1F)c1ccc(COc2ccccc2Cl)o1	17	-2	1	·	0.8	-2	10	1512	5	28	-0.3
CCn1nc(C)c(CN2CCc3c([nH]c4ccccc34)C2C(C)(C)C)c1C (stereo not drawn)	-14	1	2	·	1.1	6	-4	1724	3	17	-1.1
CCc1nc(SCC(=O)N2CCCc3ccccc32)c2oc3ccccc3c2n1	-3	3	10	·	1	5	-3	1621	·	13	-0.8
Cc1cc([N+](=O)[O-])cnc1Sc1nccn1C	0	4	1	0.4	1	1	9	1661	-9	-4	-0.3
CC(OC(=O)c1cc(-c2cccnc2)nc2ccccc12)C(=O)Nc1ccc2ccccc2c1 (stereo not drawn)	3	2	5	·	1	8	-9	1651	1	75*	0.1
CCOC(=O)c1[nH]c(C)c(C(=O)NCCN2CCOCC2)c1C	7	3	2	·	0.9	-3	-8	1544	-33	0	-1.0
Cc1sc2nc(C)n(/N=C/c3ccccc3)c(=O)c2c1C	5	2	-5	-0.091	1	3	-11	1181	·	-3	0.3
Cc1cc(=O)oc(C)c1C(=O)NCC1COc2ccccc2O1 (stereo not drawn)	-3	5	-6	·	1	3	2	1579	·	-5	1.8
Cc1ccc(C(=O)n2cnnc2N)cc1C	3	9	2	·	1	-8	14	1256	-9	-7	0.7
COc1ccc(CN2C(=O)CCCc3ccccc32)cc1	-1	8	-1	0.071	1	-4	-15	1582	-1	-1	-0.1
CCC1(CC)NC(=O)N(CC(=O)OCC(=O)Nc2ccccc2[N+](=O)[O-])C1=O	-30	0	1	-0.01	1.3	13	-6	1385	10	-1	-1.1

Sorted by count of non-hydrogen atoms (low to high): part of the list above
SMILES	bIAP inhibitor	PPARg SRC-2 ag	PPARg SRC-3 ag	ROMK mod	bIAP activator	PPARg SRC1 recr	TLR4 MyD88 comp	TR-FRET SRC-2 ct	S1P3 antag	Lmaj promast	Redox H2O2 prof
Cc1cc([N+](=O)[O-])cnc1Sc1nccn1C	0	4	1	0.4	1	1	9	1661	-9	-4	-0.3
Cc1cc(=O)oc(C)c1C(=O)NCC1COc2ccccc2O1 (stereo not drawn)	-3	5	-6	·	1	3	2	1579	·	-5	1.8
Cc1cc(NC(=O)c2cccs2)ccc1NC(=O)Cc1ccccc1	-5	-1	0	0.01	1.1	4	6	1519	1	-1	-0.9
COc1c(/C=N/NC(=O)c2ccccc2O)c(CCN(C)C(C)=O)cc2c1OCO2	3	5	6	·	1	10	-11	1525	-12	-7	-0.2

(listing goes on)
SMILES	bIAP inhibitor	PPARg SRC-2 ag	PPARg SRC-3 ag	ROMK mod	bIAP activator	PPARg SRC1 recr	TLR4 MyD88 comp	TR-FRET SRC-2 ct	S1P3 antag	Lmaj promast	Redox H2O2 prof
Nc1nc(-c2ccco2)nn1S(=O)(=O)c1ccc(Cl)cc1	-7	5	1	0.44	1.1	4	-4	1706	7	-4	-0.3
CCOC(=O)c1cnc(SCC(=O)Nc2ccc(N3CCOCC3)cc2)nc1N	10	-8	-8	0.4	0.9	-4	10	1622	·	-3	-0.8
Cc1cccc(C)c1NC(=O)CNC(=O)Cc1ccc(Br)cc1	4	6	7	-0.33	1	8	-1	1746	-14	-4	6.9
COc1cccc(Cn2nnc(C(=O)Nc3cc(Cl)ccc3OC)c2N)c1	11	-8	-15	·	0.9	-4	0	1271	25	-6	-0.6
O=C(CNC(=O)c1ccccc1)OCC(=O)N1N=C(c2ccc(Cl)cc2)CC1c1ccco1 (stereo not drawn)	-3	-3	-1	-0.46	1	13	-5	1658	-16	6	0.5
CC1CCN(c2ccc(/C=C(\C#N)c3nn(-c4ccccc4)c(N)c3C#N)cc2[N+](=O)[O-])CC1	-2	-8	-3	·	1	-4	3	1517	-2	95*	2.4
CC(C)(C)SCCNC(=O)CN(c1ccc(F)cc1)S(C)(=O)=O	-11	1	-2	0.068	1.1	5	2	1655	-51	-1	-3.4
CC1CCN(C(=O)C2CCN(CCCc3ccccc3)CC2)CC1	-77	1	1	·	1.8	-5	-12	1466	-46	53*	-1.9
COc1ccc(N2CC(O)=C(c3nc(C)cs3)C2=N)cc1	-33	9	1	·	1.3	4	-1	1489	·	9	-0.2
